Bioassay records from PubChem BioAssay.
KAT2A inh: qHTS Assay for Inhibitors of GCN5L2; Histone acetyltransferase KAT2A (Homo sapiens), Q92830; GCN5L2 HAT assay, ThioGlo1 CoA-SH fluorescence; Potency, µM (highest dose often 58.9 µM), without a hit: at the top dose activity change, negative = inhibition, hits mostly inhibitors; 390,000 tested, 0.21% active; AID 504327, 2011
Target sequence (Q92830 whole entry, looked up): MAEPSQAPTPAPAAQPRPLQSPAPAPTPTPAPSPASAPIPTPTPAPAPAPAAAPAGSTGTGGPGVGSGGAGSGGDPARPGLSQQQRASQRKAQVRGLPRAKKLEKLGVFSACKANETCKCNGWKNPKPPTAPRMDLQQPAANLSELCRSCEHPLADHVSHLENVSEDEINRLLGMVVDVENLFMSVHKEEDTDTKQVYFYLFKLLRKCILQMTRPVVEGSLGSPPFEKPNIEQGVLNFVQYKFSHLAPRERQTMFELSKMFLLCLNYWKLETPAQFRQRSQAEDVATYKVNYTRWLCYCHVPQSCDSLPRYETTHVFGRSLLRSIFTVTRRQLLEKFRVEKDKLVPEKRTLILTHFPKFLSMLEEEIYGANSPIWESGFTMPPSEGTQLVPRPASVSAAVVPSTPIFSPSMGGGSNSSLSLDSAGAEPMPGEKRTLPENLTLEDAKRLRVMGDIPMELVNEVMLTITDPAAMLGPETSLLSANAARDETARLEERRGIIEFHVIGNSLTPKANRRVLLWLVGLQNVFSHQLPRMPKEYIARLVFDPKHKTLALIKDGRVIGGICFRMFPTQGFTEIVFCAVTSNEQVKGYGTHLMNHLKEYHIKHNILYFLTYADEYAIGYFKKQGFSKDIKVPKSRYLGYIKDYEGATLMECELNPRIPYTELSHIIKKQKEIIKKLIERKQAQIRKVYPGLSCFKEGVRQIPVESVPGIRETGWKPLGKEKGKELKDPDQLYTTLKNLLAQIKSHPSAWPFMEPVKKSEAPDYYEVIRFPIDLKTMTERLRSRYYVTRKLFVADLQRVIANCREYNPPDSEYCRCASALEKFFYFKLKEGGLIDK
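Free CoA generated was detected with ThioGlo1 (50uM) fluorescence at Ex340nm/Em540nm, read immediately and after 20 min at room temperature. Enzyme, 20 nM in HEPES pH 7.5 buffer, saw compounds 15 min before adding 75uM H3(1-25) peptide and 70uM acetyl-CoA.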
N370S GC: qHTS Assay for Inhibitors and Activators of N370S glucocerebrosidase as a Potential Chaperone Treatment of Gaucher Disease | Lysosomal acid glucosylceramidase (Homo sapiens), P04062 | N370S GC spleen homogenate, 4MU-glucoside fluorescence | Potency, µM (titrated, usually from 59.4 µM), inactives show at the highest dose activity change, negative = inhibition, hits mostly inhibitors | 330,000 tested, 0.092% active;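 further: 0% = full enzyme activity and -100% = no enzyme basal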
FEN1 inh: qHTS Assay for the Inhibitors of Human Flap endonuclease 1 (FEN1). Potency, µM (series often up to 114 µM), for inactives: top-dose activity change, negative = inhibition, actives largely listed as inhibitors. P39748. 390,000 tested, 0.35% active. Recombinant FEN1 flap cleavage, fluorescence, 15 min; further: nearly all actives have a fitted effect of over 65% in size
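Reaction started by adding substrate (50 nM final) to 10 nM enzyme after 15 min room-temperature compound preincubation. Reads at 0 and 15 min, with data normalized and fitted to a four-parameter Hill equation.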
Numbers without * were called inactive; ? = inconclusive; . = not tested or not shown; [ ] = another dose, or the depositor's remark. The call rests on the fitted dose curve; in most records, active means well fitted curve in the direction sought with a large enough effect; inconclusive means small, poorly fitted or top-dose-only effect, or another doubt; inactive means no such curve, though single readings can be large; an effect the other way counts as inactive or inconclusive. Unless noted, on the % scale 0 is the no-effect control and ±100 the full control effect; potency means the concentration at half of the fitted maximal effect.

SMILES	KAT2A inh	N370S GC	FEN1 inh
Cc1ccc(C(=O)Nc2ccccc2)cc1S(=O)(=O)Nc1ccc(Cl)cn1	?	12%	9%
NC(=O)CC1C(=O)N(c2ccc(Cl)cc2)C(=S)N1NC(=O)c1cccc(F)c1 (stereo not drawn)	-27%	-14%	-7%
COc1ccc2oc(=O)c(C(=O)N3CCN(c4ccc(F)cc4)CC3)cc2c1	1%	13%	4%
NC1=NC[C@H](c2ccccc2)N1CCc1cc(C(F)(F)F)cc(C(F)(F)F)c1	-10%	-14%	-2%
CC(C)CC(=O)Nc1cc2nn(-c3ccccc3)nc2cc1Cl	-3%	.	-5%
COc1cc(NC(=S)NCCc2ccccc2)c(OC)cc1NC(=O)C(C)C	3%	-6%	10%
COc1ccc2c(c1)c(CC(=O)OCC(=O)N(C)C)c(C)n2C(=O)c1ccc(Cl)cc1	-5%	-5%	-22%
CC(=O)Nc1ccccc1C(=O)C(=O)Nc1cccc(C(=O)NCc2ccc(C)cc2)c1	-3%	-2%	.
CCOc1ccc2cc(-c3nnc(Nc4ccc(C)cc4)s3)c(=O)oc2c1	1%	.	-1%
O=C(Oc1ccc(Br)cc1C(=S)N1CCOCC1)c1ccc(F)cc1	?	-11%	2%
CCn1c(=O)c(C(=O)Nc2ccsc2C(=O)OC)c(O)c2ccccc21	23%	-4%	.
COc1ccccc1NC(=O)NC1(C(=O)N2CCN(C)CC2)CCCCC1	-3%	-6%	4%
Cc1nnc2c3ccccc3nc(Nc3cccc(O)c3)n12	2%	.	-12%
CCC1CCCCN1Cc1c(O)ccc2c(=O)c(Oc3ccccc3Cl)c(C(F)(F)F)oc12 (stereo not drawn)	0%	.	10%
Cc1cc2c(cc(C(=O)NCc3cccnc3)n2Cc2ccc(Cl)cc2)o1	-4%	0%	-26%
O=C(CSc1ccc(C(F)(F)F)cc1[N+](=O)[O-])NCCOc1ccccc1	-26%	-3%	2%
O=C(CSc1nc2scc(-c3ccccc3)c2c(=O)[nH]1)NCCc1ccccc1	1%	-4%	11%
CCCC1(CCC)NC(=O)N(CC(=O)N2CCc3ccccc32)C1=O	-1%	.	-2%
O=c1[nH]cnc2c1C(c1ccccc1)c1c(nc[nH]c1=O)O2	-2%	-4%	-11%
CCOC(=O)c1c(NC(=O)c2cc(-c3cccc(O)c3)on2)sc(C(C)=O)c1C	-6%	5%	2%

Given with values under each structure: part of the list above
Order of values: KAT2A inh, N370S GC, FEN1 inh
CCC1CCCCN1Cc1c(O)ccc2c(=O)c(Oc3ccccc3Cl)c(C(F)(F)F)oc12 (stereo not drawn)
→ 0%, ., 10%
Cc1cc2c(cc(C(=O)NCc3cccnc3)n2Cc2ccc(Cl)cc2)o1
→ -4%, 0%, -26%
O=C(CSc1ccc(C(F)(F)F)cc1[N+](=O)[O-])NCCOc1ccccc1
→ -26%, -3%, 2%

Later entries
SMILES	KAT2A inh	N370S GC	FEN1 inh
O=C(Nc1ccc2c(c1)OCCO2)C1CCCN(S(=O)(=O)c2cccnc2)C1 (stereo not drawn)	-2%	3%	17%
COC(=O)c1ccc(-n2cnc3ccccc32)nc1	-7%	-3%	-5%
CC(C)(C)CN1CCNC(=O)C1CC(=O)NCCc1ccccc1F (stereo not drawn)	3%	1%	-13%
O=C(NCCN1CCOCC1)C1(C(F)(F)F)C/C(=C/CCO)CCCO1 (stereo not drawn)	.	-8%	15%
COc1ccc(-c2cc(C(=O)NCC(c3ccccc3)N(C)C)c3ccccc3n2)cc1OC (stereo not drawn)	-11%	-13%	-21%
O=C1NC(=O)C(=C2CCCCCC2)S1	-1%	-2%	3%
Cc1ccccc1C(=O)N1CCN(c2ccc(NC(=O)c3cccc(OC(C)C)c3)cc2)CC1	-27%	-5%	3%
COc1ccc(NC(=O)/C(C#N)=C\c2ccc(OCc3ccc(C(=O)O)cc3)c(OC)c2)cc1	?	-9%	?
CCOC(=O)N1CCC(N2CCN(S(=O)(=O)c3ccc(C)cc3)CC2)CC1	-5%	8%	-9%
C=CCNC(=S)NNC(=O)c1cccn(Cc2ccc(Cl)cc2Cl)c1=O	?	1%	-5%
CCn1c(COc2cccc(OC)c2)nnc1SCC(=O)Nc1cccc(OC)c1	-27%	6%	-3%
CC(=O)c1c(C)[nH]c(C(=O)OCc2ccc(Br)cc2)c1C	-12%	17%	-11%
COc1ccc(NC(=O)c2ccc(Cl)c(NC(=O)c3ccncc3)c2)cc1	0%	-9%	.
CC(=O)Nc1ccc(S(=O)(=O)Nn2cnnc2)cc1	-2%	-5%	4%
CC(O/N=C(\N)c1ccccc1)C(=O)Nc1cccc(C(F)(F)F)c1 (stereo not drawn)	-4%	.	13%
Cc1cc(-n2cccn2)ccc1CN1CCN(CC(C)C)C(CCO)C1 (stereo not drawn)	4%	-1%	14%
Cc1ccc(NC(=O)CSc2nnc(NC(=O)C3CC3)s2)cc1C	1%	-6%	0%
CCN(CC)c1ccc(C(=O)OCC(=O)NC2CCCCC2C)cc1 (stereo not drawn)	0%	6%	8%
CCOC(=O)N1CCC(NC(=O)Cn2nc(-c3ccccc3)ccc2=O)CC1	0%	3%	2%
CCNc1nc(NCC)n2c(SCC(=O)Nc3ccc(OC(F)F)cc3)nnc2n1	-1%	5%	2%
CC(=O)NCCC1CCCCN1Cc1nc(Cc2cccc(C(F)(F)F)c2)no1 (stereo not drawn)	1%	-1%	-2%
O=C(C1=C[C@@H](c2ccc(Br)cc2)C[C@@H](OCc2ccc(CO)cc2)O1)N1CCN(Cc2ccc3c(c2)OCO3)CC1	-2%	?	-3%
CCOc1cc(C(=O)OCC(=O)Nc2c(C)cccc2C)ccc1OCC(=O)N1CCOCC1	1%	-26%	0%
COc1ccc(NC(=O)CSc2c3c(nc4ccc(Cl)cc24)CCCC3)cc1Cl	-7%	.	-18%
COCCNc1oc(-c2ccc(F)cc2)nc1C#N	35%[activator]	8%	-12%
O=C(Nc1ccc2oc(-c3ccccc3F)nc2c1)c1ccc2c(c1)OCCO2	-8%	27%	7%
O=C1N(c2ccccc2)C(=Nc2ccccc2)SC12CC2	-1%	6%	12%
O=C(NN=C1CCCCCCC1)c1ccc(F)cc1	-6%	-6%	1%
O=C(CCc1ccccc1)Nc1ccc(F)cc1F	-2%	7%	-3%
Cc1ccc(-c2nc(-c3ccccc3)no2)cc1	-1%	5%	-4%
C[C@H](NC(=O)CNC(=O)[C@@H](NC(=O)[C@H](Cc1ccccc1)NC(=O)CNC(=O)CNC(=O)[C@@H](N)Cc1ccccc1)[C@@H](C)O)C(=O)N[C@@H](CCCN=C(N)N)C(=O)N[C@@H](CCCCN)C(=O)N[C@@H](CO)C(=O)N[C@@H](C)C(=O)N[C@@H](CCCN=C(N)N)C(=O)N[C@H](CN)CCCCN	-1%	13%	.
CSc1nn(CC(=O)Nc2cc(C)ccc2C)c(N)c1S(=O)(=O)c1ccccc1	20%	.	0%
COc1ccccc1CN1CCNC(=O)C1CC(=O)NCCOc1cccnc1 (stereo not drawn)	-1%	-17%	1%
O=C(CC(=O)Nc1cccc(Cl)c1Cl)Nc1cccc(Cl)c1Cl	24%	0%	0%
C=CCN(CC(=O)Nc1c(C)cccc1CC)C(=O)SCCC	-1%	-11%	3%
COc1ccc(/C=N/OCC(=O)Nc2ccc3c(c2)OCO3)c(OC)c1	-10%	5%	-11%
Cc1nnc(N/N=C/c2cccc(OCc3ccc(Cl)c(Cl)c3)c2)n1N	-3%	?	-21%
COc1cccc(CNC(=O)c2ccc(CS(=O)Cc3ccc(Cl)cc3)o2)c1 (stereo not drawn)	-1%	.	9%
Cc1cc(N/N=C/c2ccco2)c2ccccc2n1	-5%	15%	4%
Cc1ccc2oc(C(=O)Nc3ccc(S(=O)(=O)Nc4nccc(C)n4)cc3)cc(=O)c2c1	-7%	.	-9%

Three neighbouring records from above, for reference:
SMILES	KAT2A inh	N370S GC	FEN1 inh
COc1cccc(CNC(=O)c2ccc(CS(=O)Cc3ccc(Cl)cc3)o2)c1 (stereo not drawn)	-1%	.	9%
Cc1cc(N/N=C/c2ccco2)c2ccccc2n1	-5%	15%	4%
Cc1ccc2oc(C(=O)Nc3ccc(S(=O)(=O)Nc4nccc(C)n4)cc3)cc(=O)c2c1	-7%	.	-9%

(listing goes on)
SMILES	KAT2A inh	N370S GC	FEN1 inh
Cc1ccc(NC(=O)CSc2nnc3scc(-c4ccc(Cl)cc4)n23)cc1	-8%	.	-8%
Cc1ccc(C(c2cccc(Br)c2)c2c(C)[nH]c3ccccc23)s1 (stereo not drawn)	-10%	.	-25%
CC(CCc1ccccc1)NC(=O)c1ccccc1Cl (stereo not drawn)	-7%	0%	13%
COc1cc(C(=O)NCc2nnc(SCC(=O)NCCc3ccccc3)o2)cc(OC)c1OC	-21%	-1%	-13%
CC(=O)c1cccc(NC(=O)CCn2nc(C)c(S(=O)(=O)N3CCCCC3)c2C)c1	20%	.	15%
COc1ccc(C(=O)COC(=O)COc2ccc(C)c(C)c2)cc1	-4%	19%	-10%
O=C(COc1ccccc1)N1N=C(c2cccnc2)CC1(O)C(F)(F)F (stereo not drawn)	-12%	-2%	-1%
Cc1ccc(OCc2cc(C(=O)N(C)CCc3nc4ccccc4[nH]3)no2)cc1C	-15%	-22%	8%
Cc1oc(-c2cccs2)nc1CN1CCC(C(=O)N2CCCC2)CC1	2%	-2%	-3%
C=CCOC(=O)CCCC(=O)NC1CCCCC1	0%	5%	8%
COc1cc2c(cc1OC)C(C)N(C(=O)c1nccnc1C(=O)O)CC2 (stereo not drawn)	-3%	1%	-6%
Cc1cc(C(=O)COC(=O)c2cccnc2Cl)c(C)n1C	-2%	.	-13%
NC(=S)Nc1cccc(F)c1	0%	-5%	-5%
CC(=O)N/C(=C/c1ccc(Cl)cc1)C(=O)NCCc1c[nH]c2ccccc12	3%	-3%	-3%
CSc1nnc(C2CCCN2)n1C (stereo not drawn)	-13%	-13%	6%
CN(C)/C=N/S(=O)(=O)c1cccn1-c1ncc(C(F)(F)F)cc1Cl	-9%	7%	16%
O=C(Nc1ccc(F)cc1)c1cc(Cl)sc1Cl	-4%	-5%	-5%
Cc1cccc(C)c1NC(=S)Nc1ccc(Cl)c(Cl)c1	21%	-5%	6%
O=C(Oc1cccc(/C=N/Nc2nc(N3CCOCC3)nc(N3CCOCC3)n2)c1)c1ccco1	-11%	-1%	6%
CCOC(=O)c1ccc(Oc2nc(OC)nc(N(C)C)n2)cc1	0%	-6%	-2%

5 compounds already listed, arranged by the value under N370S GC, low to high:
smiles,KAT2A inh,N370S GC
COc1ccc(-c2cc(C(=O)NCC(c3ccccc3)N(C)C)c3ccccc3n2)cc1OC (stereo not drawn),-11%,-13%
COc1ccc(NC(=O)c2ccc(Cl)c(NC(=O)c3ccncc3)c2)cc1,0%,-9%
CCOC(=O)c1ccc(Oc2nc(OC)nc(N(C)C)n2)cc1,0%,-6%
Cc1ccccc1C(=O)N1CCN(c2ccc(NC(=O)c3cccc(OC(C)C)c3)cc2)CC1,-27%,-5%
O=c1[nH]cnc2c1C(c1ccccc1)c1c(nc[nH]c1=O)O2,-2%,-4%

The listing continues:
SMILES	KAT2A inh	N370S GC	FEN1 inh
Cc1cc(NC(=O)CCC(=O)N(Cc2ccccc2)C2(C(=O)NC3CCCCC3)CCCC2)no1	-5%	13%	9%
Cc1csc(SC(C)C(=O)NC2CCCCC2C)n1 (stereo not drawn)	-1%	0%	-2%
O=C(N/N=C/c1ccc([N+](=O)[O-])cc1)c1ccc(NS(=O)(=O)c2cccs2)cc1	0%	.	-26%
N#Cc1cccc(NC(=O)N2CC[C@@]3(CCCN(C(=O)c4ccncc4)C3)C2)c1	5%	-1%	.
CCOC(=O)C1=CN(Cc2cccc(F)c2)S(=O)(=O)NC1c1cccc(OC)c1 (stereo not drawn)	-10%	.	-1%
Oc1csc(Cc2nc(-c3ccc(-c4ccccc4)cc3)cs2)n1	-4%	19%	2%
CCc1ccc(C(C(=O)NCc2ccc(OC)cc2)N(CCOC)C(=O)Cc2cccs2)cc1 (stereo not drawn)	5%	4%	-17%
COc1ccc(-c2nc(CN3CCN(c4ncnc5ccccc45)CC3)c(C)o2)c(OC)c1	-11%	-6%	2%
CCOC(=O)N1CCC(N2C(=O)c3ccccc3C2Nc2cccnc2)CC1 (stereo not drawn)	-2%	1%	-10%
C(=N\N(c1ccccc1)c1ccccc1)/c1ccc2c(c1)OCO2	-3%	?	-16%
Cc1cc(C)cc(SCc2noc(C(=O)NC(C)C)c2C(=O)O)c1	-10%	16%	-6%
O=C(CNC(=O)c1ccccc1F)NCCc1ccc(Cl)cc1	-2%	-15%	-1%
COc1ccc(Nc2c(-c3cccc(O)c3)nc3cnccn23)cc1	-4%	.	-4%
CCN1CCN(C(c2cccs2)C(C)NC(=O)C(=O)N2CCCCC2)CC1 (stereo not drawn)	0%	-12%	-8%
CC(=O)Nc1ccc(S(=O)(=O)N2CCN=C2SCc2ccccc2C)cc1	-2%	-23%	-10%
COc1ccc(S(=O)(=O)NCCS(=O)(=O)N2CCN(c3ccccc3)CC2)cc1	-6%	0%	-1%

Random draw from the library; 0.54% or so of the library scored in one or more.
